MC4R antag cAMP: antagonists of human melanocortin 4 receptor (MC4R); MC4R-expressing cells, MTII-stimulated cAMP, LANCE TR-FRET; inhibition, % at 6.5 µM; 0.48% of 360,000 active; AID 540295;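 active = inhibition above its plate's cutoff, the mean of tested wells on that plate plus 3 SD, cut at about 29% in these data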;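 also: 0% = Melanotan II alone and 100% = Melanotan II plus saturating MCL0020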
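Material – human MC4R-expressing U2OS cells · Repeats – no replicates · Detection – TR-FRET with Eu-cAMP and labeled anti-cAMP, 671 nm · Times – compound 30 min, challenge 1 h, detection 1 h · Compound – single nominal compound dose of 6.5 µM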
N-glyco inh: blocks N-linked glycosylation in D54 reporter cells; D54 ERlucT glycosylation luciferase reporter, 24 h; percent of 100 nM tunicamycin response; AID 588692; reporter increase, % at 12.5 µM; 0.23% of 360,000 active;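 active = mean luciferase reporter signal, scaled so untreated is 0 and the glycosylation-blocking control 100, at or above a set limit in every replicate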;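 also: luciferase carries N-glycosylation sites so blocking glycosylation raises the light; 0% = median of neutral control wells and 100% = median of 100 nM tunicamycin wells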
NOD2-RIPK2 inh: inhibitors of human NOD2-RIPK2 interaction. 0.38% of 360,000 active. CHO BLA complementation NOD2-RIPK2, CCF4 ratio. inhibition, % at 4.98 µM. O43353; in the data active = inhibition above about 21%;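 also: 0% = vehicle only and 100% = reference blocker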
Cardio protect: modulators protecting cardiomyocytes from myocardial damage | H9c2 cardiomyocytes, H2O2 injury protection, ATPLite, 2 h | 0.63% of 360,000 active | protection from H2O2 cell death, % at 20 µM;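 active = compounds giving at least 50% protection of heart cells from peroxide-induced death in the single-dose screen, raw or plate-pattern-corrected value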;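 also: 0% = DMSO wells with peroxide and 100% = DMSO wells without peroxide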
MC4R ag barr: human MC4R agonism via beta-arrestin | U2OS MC4R beta-arrestin complementation, luminescence; percent of melanotan II response, DMSO zero | 0.98% of 360,000 active | activation, % at 8.9 µM | AID 540308;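 active = activation above a per-plate cutoff, the mean activation of sample wells on that plate plus 3 SD, cut at about 8% in these data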
TLR9-MyD88 block: blocks human TLR9 binding to MyD88; Q9NR96+Q99836; CHO BLA complementation TLR9-MyD88, CCF4 FRET ratio; inhibition, % at 4.98 µM; 0.21% of 340,000 active; AID 504734;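 active = inhibition above the mean over all tested compounds plus 3 SD, cut at about 21% in these data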;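 also: 0% = DMSO only wells and 100% = clavulanate BLA inhibitor control wells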
Target sequence (Q99836 whole entry, looked up): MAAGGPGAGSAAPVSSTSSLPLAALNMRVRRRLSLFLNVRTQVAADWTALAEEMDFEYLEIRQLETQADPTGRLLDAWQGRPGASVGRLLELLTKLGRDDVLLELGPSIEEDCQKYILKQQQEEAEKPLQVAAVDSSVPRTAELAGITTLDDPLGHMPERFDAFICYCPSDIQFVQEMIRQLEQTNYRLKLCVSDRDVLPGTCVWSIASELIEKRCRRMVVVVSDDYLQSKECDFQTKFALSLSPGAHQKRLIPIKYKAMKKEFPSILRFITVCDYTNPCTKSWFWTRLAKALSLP
Target sequence (Q9NR96 whole entry, looked up): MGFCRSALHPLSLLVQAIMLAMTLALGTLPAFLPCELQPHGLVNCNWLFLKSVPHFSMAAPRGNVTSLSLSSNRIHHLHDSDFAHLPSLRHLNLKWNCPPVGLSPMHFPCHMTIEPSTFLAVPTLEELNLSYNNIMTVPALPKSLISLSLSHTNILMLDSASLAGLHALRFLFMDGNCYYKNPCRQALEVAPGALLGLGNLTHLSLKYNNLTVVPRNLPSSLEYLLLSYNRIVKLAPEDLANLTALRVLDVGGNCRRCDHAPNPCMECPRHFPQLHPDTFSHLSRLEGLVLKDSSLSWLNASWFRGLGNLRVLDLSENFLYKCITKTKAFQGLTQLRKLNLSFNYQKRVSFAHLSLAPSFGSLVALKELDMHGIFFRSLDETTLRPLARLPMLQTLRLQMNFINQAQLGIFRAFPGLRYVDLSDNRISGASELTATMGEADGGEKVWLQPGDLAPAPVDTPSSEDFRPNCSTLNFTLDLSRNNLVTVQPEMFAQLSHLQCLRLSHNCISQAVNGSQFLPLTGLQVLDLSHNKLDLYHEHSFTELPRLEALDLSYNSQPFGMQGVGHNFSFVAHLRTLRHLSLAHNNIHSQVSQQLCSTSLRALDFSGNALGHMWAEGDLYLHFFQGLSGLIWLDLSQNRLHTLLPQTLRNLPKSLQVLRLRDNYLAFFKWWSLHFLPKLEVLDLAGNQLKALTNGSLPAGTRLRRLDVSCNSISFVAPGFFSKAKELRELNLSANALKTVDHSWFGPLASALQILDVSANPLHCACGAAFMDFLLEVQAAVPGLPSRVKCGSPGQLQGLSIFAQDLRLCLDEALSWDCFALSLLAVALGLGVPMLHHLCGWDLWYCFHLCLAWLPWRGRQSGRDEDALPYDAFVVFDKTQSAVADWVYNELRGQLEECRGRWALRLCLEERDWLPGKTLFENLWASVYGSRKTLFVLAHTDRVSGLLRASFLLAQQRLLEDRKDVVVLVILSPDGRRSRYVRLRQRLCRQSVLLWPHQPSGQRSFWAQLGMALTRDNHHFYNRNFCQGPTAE
ABCB6 inh MLPCN: blocks the human ABCB6 transporter | Q9NP58 | K562-ABCB6 porphyrin accumulation, flow cytometry, 1 h; hits give low values | fluorescence ratio to DMSO, % at 10 µM | 0.19% of 360,000 active | AID 602162;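 active = fluorescence ratio to DMSO below 75%, the collection mean minus 3 SD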;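 also: signal is porphyrin accumulated inside mitochondria; 100% equals median channel fluorescence of DMSO control wells; lower ratio means ABCB6 inhibition with less porphyrin fluorescence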
ABHD5-PLIN5 inh: ABHD5-PLIN5 protein interaction inhibition. Q00G26+Q8WTS1. Split G. princeps luciferase complementation, luminescence, 4 h. inhibition, % at 4 µM. 0.78% of 360,000 active. AID 602281;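 active = inhibition above the mean inhibition across every tested compound plus 3 SD, cut at about 22% in these data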;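 also: 0% = DMSO only wells and the 100% control is not disclosed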
NCOA2 inhibitor: human SRC2 (NCOA2) inhibition. Q15596. HEK293 GAL4-SRC2 luciferase reporter, luminescence. inhibition, % at 9 µM. 0.17% of 370,000 active. AID 651957;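 active = inhibition above the mean inhibition of all tested compounds plus 3 SD, set per campaign, cut at about 52% in these data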;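 also: 0% = DMSO treated cells and 100% = cells given Gossypol at 36 µM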
m5-HT2A agonist: activates the mouse 5-HT2A serotonin receptor | CHO-K1 mHTR2A beta-arrestin complementation, luminescence; percent of 30 µM serotonin response | 0.66% of 360,000 active | AID 624169 | activation, % at 7.6 µM;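 active = activation above a run cutoff, the mean activation of all tested compounds plus 3 SD, cut at about 14% in these data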;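 also: 0% = plate median of compound wells and 100% = 30 µM serotonin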
Numbers without * were called inactive; / = no result given.

Under each structure – MC4R antag cAMP	N-glyco inh	NOD2-RIPK2 inh	Cardio protect	MC4R ag barr	TLR9-MyD88 block	ABCB6 inh MLPCN	ABHD5-PLIN5 inh	NCOA2 inhibitor	m5-HT2A agonist
O=c1cc2c(nn1Cc1ccccc1Cl)-c1ccccc1CC2
 : -4	-3	-6	-4	-0.6	8	103	4	-21	-1
CSCCC(NC(=O)c1ccccc1Cl)C(=O)N1CCN(c2ccccn2)CC1 (stereo not given)
 : -1	0	-7	0	-2.5	-4	93	2	5	1
COC(=O)[C@@H](NC(=O)Nc1ccc(OC(F)(F)F)cc1)C(C)C
 : 0	0	9	-19	-2.2	-6	114	-4	-17	-2
COc1cc(OC)nc(Nc2nc(C(N)Cc3ccc(Cl)cc3)cs2)n1 (stereo not given)
 : -1	-5	8	-12	21*	/	97	-8	-7	-3
Cc1c(NC(=O)COC(=O)/C=C/c2cccc(F)c2)c(=O)n(-c2ccccc2)n1C
 : 12	1	2	5	-1.4	-4	99	-12	9	3
O=C(CCCc1nc2ccccc2s1)NCc1ccccc1F
 : 13	0	-16	6	5.2	-4	95	4	-7	0
O=C(Nc1ccc(Br)cc1)C1C2C=CC3(O2)C1C(=O)N(CCN1CCOCC1)C3C(=O)NC1CCCCC1 (stereo not given)
 : 24	2	-27	-7	0.7	5	92	0	-2	1
CCOc1ccc(OCC(=O)OCC(=O)NCC2CCCO2)cc1 (stereo not given)
 : 5	-1	5	-3	-3.1	-3	100	0	-4	6
O=C(Cn1nc2ccccc2n1)N/N=C/c1cc(Cl)cc([N+](=O)[O-])c1O
 : 12	1	-7	28	-5.7	4	99	-4	-9	-4
CC(C)Oc1ccc(C(=O)Nc2ccc(S(=O)(=O)N3CCN(C)CC3)cc2)cc1
 : -2	-5	6	-1	-1.5	-8	96	-2	-26	-2
COc1cccc(C(=O)NCCCNC(=O)c2ccccn2)c1
 : 0	3	7	0	-2.4	-5	93	2	-40	3
Cn1c(CC(=O)c2ccc(Br)cc2)[n+](C)c2ccccc21
 : 18	2	11	-1	-1.3	-8	100	4	-6	2
O=C(NCCCN1CCOCC1)c1cc(-c2ccccc2F)no1
 : 11	1	-5	2	-1.1	7	98	-2	-13	-2
COCCn1c(Sc2ccccc2)nc2c1c(=O)[nH]c(=O)n2C
 : 0	1	-13	-3	-1.0	-20	101	-2	7	0
O=C(NCc1ccco1)C(=O)NCC1OCCN1S(=O)(=O)c1ccc(Br)cc1 (stereo not given)
 : 1	1	-9	-6	-0.3	7	100	-5	-1	1
Cc1cc(C)n(C(=O)CNC(=O)Cc2ccccc2)n1
 : 9	0	4	2	-0.2	-1	100	-4	14	-3
COc1ccc(-n2ccnc2CN2CCCC(CO)(Cc3cccc(OC)c3)C2)cc1 (stereo not given)
 : 8	-3	19	-17	1.6	-5	108	0	4	-1
COc1ccccc1NC(=O)N1CCN(c2ccnc3cc(Cl)ccc23)CC1
 : -5	0	-14	-4	0.9	-6	94	0	23	7
Cc1ccc(-c2nc(CSc3nc4ccccc4c(=O)n3C)cs2)cc1
 : 8	0	-5	-16	-1.1	2	93	-1	-3	3
COc1ccc(Br)cc1CNC(=O)C1CCCN(S(C)(=O)=O)C1 (stereo not given)
 : 18	-1	-4	-7	0.1	5	99	-3	-25	7

Structures listed so far that have an aryl thioether with sulfur outside any ring, in the order listed:
Under each structure – MC4R antag cAMP	N-glyco inh	NOD2-RIPK2 inh	Cardio protect	MC4R ag barr	TLR9-MyD88 block	ABCB6 inh MLPCN	ABHD5-PLIN5 inh	NCOA2 inhibitor	m5-HT2A agonist
COCCn1c(Sc2ccccc2)nc2c1c(=O)[nH]c(=O)n2C
 : 0	1	-13	-3	-1.0	-20	101	-2	7	0
Cc1ccc(-c2nc(CSc3nc4ccccc4c(=O)n3C)cs2)cc1
 : 8	0	-5	-16	-1.1	2	93	-1	-3	3

Going on with the list.
Under each structure – MC4R antag cAMP	N-glyco inh	NOD2-RIPK2 inh	Cardio protect	MC4R ag barr	TLR9-MyD88 block	ABCB6 inh MLPCN	ABHD5-PLIN5 inh	NCOA2 inhibitor	m5-HT2A agonist
Cc1ccc(NC(=O)CCc2nnc(SCC(=O)Nc3ccccc3C)n2C)cc1Cl
 : 26	0	-6	-9	-2.1	4	103	-1	-15	2
C/C(CCc1ccc2c(c1)OCO2)=N\NC(=O)c1ccc(C)cc1C
 : -7	1	4	-7	1.0	-5	108	7	-40	-2
COc1cccc(-c2nn3c(-c4cccc(C)c4)nnc3s2)c1
 : 0	0	-3	29	-0.2	5	100	7	-21	2
O=C(COc1cccc(Cl)c1)Nc1ccccc1N1CCCCC1
 : 5	-4	-1	-5	-1.7	-3	101	-3	-12	2
O=C(c1ccc(S(=O)(=O)Cc2cc(F)ccc2F)c([N+](=O)[O-])c1)N1CCCCC1
 : 3	-6	-2	-5	-2.1	2	99	-1	25	0
Cc1cc(C)cc(N(CC(=O)NCC2CCCO2)S(=O)(=O)c2c(C)noc2C)c1 (stereo not given)
 : 2	1	18	2	0.0	-6	109	-2	1	-5
O=C(N/N=C/c1ccc2c(c1)OCO2)c1ccc(Cl)cc1Cl
 : -1	-1	-8	0	-0.7	2	96	1	-6	0
CCOc1cc(C#N)c(NC(=O)Cn2nnc3ccccc32)cc1OCC
 : 4	1	1	1	-0.1	-4	98	0	-8	7
CCOC(=O)c1ccc(COC(=O)CCc2nc(-c3ccccc3)c(-c3ccccc3)o2)cc1
 : 2	1	-6	0	-0.9	9	97	-5	-9	2
COc1ccc(CNCc2c(C(=O)N(C)C)nc3ccc(Cl)cn23)c(OC)c1
 : 13	2	0	4	-1.3	-11	107	5	-31	-3

Structural class: the entries above with a nitro group on carbon.
Under each structure – MC4R antag cAMP	N-glyco inh	NOD2-RIPK2 inh	Cardio protect	MC4R ag barr	TLR9-MyD88 block	ABCB6 inh MLPCN	ABHD5-PLIN5 inh	NCOA2 inhibitor	m5-HT2A agonist
O=C(Cn1nc2ccccc2n1)N/N=C/c1cc(Cl)cc([N+](=O)[O-])c1O
 : 12	1	-7	28	-5.7	4	99	-4	-9	-4
O=C(c1ccc(S(=O)(=O)Cc2cc(F)ccc2F)c([N+](=O)[O-])c1)N1CCCCC1
 : 3	-6	-2	-5	-2.1	2	99	-1	25	0

Next part
molecule	MC4R antag cAMP	N-glyco inh	NOD2-RIPK2 inh	Cardio protect	MC4R ag barr	TLR9-MyD88 block	ABCB6 inh MLPCN	ABHD5-PLIN5 inh	NCOA2 inhibitor	m5-HT2A agonist
CC(C)(C)C1CCc2onc(C(=O)Nc3ccc4c(c3)OCO4)c2C1 (stereo not given)	-3	-4	-4	-3	12*	-5	88	2	-11	1
CCCCCn1c(=O)[nH]c2cc(C(=O)NCCc3ccc(OC)c(OC)c3)ccc2c1=O	6	-2	-4	5	-2.0	9	83	-3	-10	-1
O=C(CCCn1c(=S)[nH]c2cc3c(cc2c1=O)OCO3)N1CCN(c2ccccc2F)CC1	0	-1	-9	6	-1.1	7	102	5	-21	1
O=C(Cc1ccc([N+](=O)[O-])cc1)Nc1cccc(C(=O)N2CCCC2)c1	-3	3	-15	1	-1.3	1	94	4	-10	-1
CCOC(=O)c1c(Cl)c(C)nn1-c1nc(OC)cc(OC)n1	-3	2	-10	-2	-1.0	-15	100	2	-33	1
CCCn1cnc2scc(-c3ccc(OC)cc3)c2c1=O	14	1	4	4	-0.4	-1	98	-1	-5	3
Nc1nonc1-n1nnc(C(=O)N/N=C/c2cccc(F)c2)c1-c1ccccc1	14	2	-3	-10	-0.6	2	105	-2	1	-6
COc1ccc(N2N=NN(C(C)C)C2=C(Cl)c2nnnn2-c2ccc(OC)cc2)cc1	25	2	-1	-4	-0.4	-8	98	-8	-1	-3
COc1ccc(/C=N\NC(=O)c2cccc(Br)c2)c(OC)c1	-5	-1	2	8	-0.7	5	95	-1	-29	1
COc1cc(/C=C/C(=O)OCC(=O)NCCN2C(=O)CSC2=O)ccc1OC(F)F	2	1	2	2	0.2	-6	99	5	-25	0
O=c1c(-c2nc3ccccc3s2)cccn1Cc1ccccc1	10	-1	-6	-5	1.8	-31	97	-9	-59	1
COc1cc(NC(=O)CN2CCN(S(=O)(=O)/C=C/c3ccccc3)CC2)cc(OC)c1OC	3	1	0	-12	-3.3	-5	89	4	16	-8
CC(=O)c1ccc(OCC(O)CN2CCN(Cc3ccccc3)CC2)cc1 (stereo not given)	2	-1	3	3	0.1	15	98	-8	/	5
FC(F)(F)c1cc(Cl)c2nc(-c3ccccc3)c(Cc3ccsc3)n2c1	/	/	-5	/	/	/	96	0	-18	4
O=C(NCc1nnc(SCC(=O)N2CCCCCC2)o1)c1ccc(F)cc1	4	1	-9	1	-0.1	-17	98	-5	-14	2
C=CCn1c(NS(=O)(=O)c2ccccc2)c(S(=O)(=O)c2ccc(C)cc2)c2nc3ccccc3nc21	5	5	-7	2	-0.5	-3	99	-9	5	3
CCC(CC)c1nnc(NC(=O)CS(=O)(=O)c2ccccc2)s1	7	2	-6	5	-1.0	-7	91	-7	5	-2
CCOc1ccc(N2C(=O)CC(SC(=NC)Nc3cccc(OC)c3)C2=O)cc1 (stereo not given)	5	2	4	0	-1.4	2	98	1	-17	1
O=C1CC(c2cccc(Cl)c2)CC(O)=C1C=Nc1ccccc1 (stereo not given)	3	-4	10	-11	-0.7	6	101	3	11	21*
Cc1ccc(C(c2sc3nc(C)nn3c2O)N2CCN(CCO)CC2)cc1 (stereo not given)	8	1	-7	1	-1.3	-7	98	2	7	-9
O=S(=O)(NCC(c1ccco1)N1CCCCC1)c1cccc(C(F)(F)F)c1 (stereo not given)	4	-1	0	-7	-0.8	-4	97	-5	-1	1
O=C1CCc2cc(S(=O)(=O)N3CCCC3C(=O)N3CCN(c4ccccc4F)CC3)ccc2N1 (stereo not given)	-4	-2	-11	8	-0.4	-4	94	7	0	5
Cc1ccc(N2CCN(S(=O)(=O)c3nnc(NC(=O)c4ccccc4)s3)CC2)cc1	15	0	1	-24	0.3	-5	99	-3	-41	4
CC(C)CCNC(=O)C1CCC(CNS(=O)(=O)c2ccc(Cl)cc2)CC1 (stereo not given)	11	1	1	-6	-0.2	4	95	3	-14	1
C=C1c2cc(C)ccc2NC(=O)N1c1ccc(C)cc1	-1	0	-7	5	-0.6	9	106	-5	-6	0
CC(C)(C)c1ccc(C(=O)NCC(=O)N2CCCC2)cc1	1	0	1	2	-2.5	4	98	-4	-27	-1

Source: PubChem (several laboratories)

An excerpt, so the mix of outcomes need not match the whole.
